Screening results as filed in PubChem.
mABHD4 FP: ABHD4 inhibitors, primary screen, biochemical, fluorescence polarization, mouse. (Lyso)-N-acylphosphatidylethanolamine lipase (Mus musculus), Q8VD66. purified mABHD4, FP-Rh probe fluorescence polarization. inhibition, % at 8.92 µM. 370,000 compounds, 0.54% hits. AID 720543, 2013;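 active = inhibition exceeding the mean over every tested compound plus 3 SD, cut at about 30% in these data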;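 also: 0% = plate median of compound wells and 100% = S159A mutant with DMSO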
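Assay system: mABHD4 protein; medium: HEPES pH 7.0, NaCl, Pluronic buffer; dosing: 8.92 µM, single dose; schedule: 45 min + 60 min at 25 °C; signal: FP readout, ex 525 nm / em 598 nm; read-out: normalized percent inhibition of probe labeling; repeats: single replicate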
TDP2 absorb: human TDP2 enzyme inhibitors, primary screen, biochemical, epi absorbance, recombinant enzyme; AID 720702, 2013; 370,000 compounds, 0.34% hits; Tyrosyl-DNA phosphodiesterase 2 (Homo sapiens), O95551; inhibition, % at 12.8 µM; T5PNP hydrolysis, p-nitrophenol absorbance 415 nm;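 active = inhibition above the mean of all tested compounds plus 3 SD, set per campaign, cut at about 25% in these data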;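 also: 0% = DMSO with enzyme and 100% = buffer with substrate but no TDP2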
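test system = human TDP2 enzyme | input = TDP2 enzyme at 120 nM final | medium = 50 mM Tris-HCl pH 7.5 with Mg2+, KCl, DTT, BSA | also added = T5PNP substrate, 5 mM | times = 2 h at 37 °C | technique = epi absorbance | benchmarks = high control without enzyme, low control DMSO plus TDP2 | replication = each compound tested once, singlicate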
DDE Tn7 FP inh: inhibitors of Tn7 peptide binding to fibrin DD(E), primary screen, biochemical, fluorescence polarization, human fibrin, Tn7 probe; Fibrinogen beta chain (Homo sapiens), P02675; FP displacement of FITC-Tn7 peptide from fibrin DD(E); 0% = median of compound wells per plate; inhibition, % at 8.3 µM; 370,000 compounds, 0.13% hits;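 active = inhibition above the mean of compounds falling within the control limits plus 3 SD of them, cut at about 14% in these data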;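 also: 0% = plate median of compound wells and 100% = 10 µM Aha-Tn7 peptide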
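Assay system: human fibrin DD(E). Input: DD(E) 2 µM final. Medium: Tris buffer with calcium and detergent, pH 7.8. Compound dosing: single point at 8.3 µM. Timing: 10 min plus 3 h, room temperature. Technique: fluorescence polarization of the labelled Tn7 tracer. Read-out: percent inhibition. Replicates: singlicate testing.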
TCR CD3 inh: inhibitors of human TCR-CD3 interaction, primary screen, biochemical, fluorescence, TAMRA-labeled TCR probe; inhibition, % at 9.4 µM; T-cell receptor (TCR); 360,000 compounds, 0.37% hits; in the data active = inhibition above about 19%;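 also: recombinant mutant TCR 2C K166C tagged with TAMRA read by polarization; 0% = receptor in buffer alone and 100% = receptor with positive control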
SIAE primary: human SIAE inhibitors, primary screen, biochemical, fluorescence polarization, FP-Rh probe, 1536-well HTS; Sialate O-acetylesterase (Homo sapiens), Q9HAT2; SIAE FP-Rh probe binding; inhibition, % at 9.66 µM; 370,000 compounds, 0.69% hits;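 active = inhibition above a cutoff: mean of compounds within the control limits plus 3 SD of those, cut at about 17% in these data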;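 also: 0% = plate median of compound wells and 100% = probe without SIAE protein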
PG9 Ab binder: binders of HIV-1 gp120 antibody PG9, primary screen, biochemical, TR-FRET; HIV-1 gp120 / PG9 antibody interaction; TR-FRET gp120-PG9 antibody binding; inhibition, % at 6.7 µM; 360,000 compounds, 0.43% hits; AID 624416, 2012; in the data active = inhibition above about 8.5%
PRMT1 FP inh: PRMT1 methyltransferase inhibitors, primary screen, biochemical, fluorescence polarization. recombinant PRMT1, activity-based probe fluorescence polarization. inhibition, % at 2.79 µM. 370,000 compounds, 1.3% hits. AID 652257, 2013;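 active = inhibition above about 21% made by adding two undisclosed values, limit read from the data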
UHRF1 MBD2 ctr: UHRF1 methylated DNA binding inhibitors, primary screen, counter-screen for MBD2 inhibitor project, biochemical, TR-FRET, human UHRF1, single concentration; E3 ubiquitin-protein ligase UHRF1 (Homo sapiens), Q96T88; UHRF1 binding to methylated oligo; inhibition, % at 4.4 µM; 370,000 compounds, 0.75% hits; in the data active = inhibition above about 21%;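 also: UHRF1 SRA domain binding a hemimethylated CpG hairpin DNA probe; 0% = median of test compound wells and 100% = reference inhibitor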
HTRA1 inhibitor: HTRA1 serine protease inhibitors, primary screen, biochemical, fluorescence polarization, HTS. inhibition, % at 5.96 µM. recombinant HTRA1, FP-rhodamine activity-based probe. Q92743. AID 504803, 2011. 340,000 compounds, 0.5% hits; in the data active = inhibition above about 36%;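 also: 0% = enzyme with DMSO and 100% = wells lacking enzyme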
LEDGF integ inh: blockers of LEDGF/p75-dependent integrase strand transfer – biochemical, TR-FRET, high throughput, primary screen; HIV-1 integrase (with human LEDGF/p75); TR-FRET IN-LEDGF/p75 DNA integration, Eu/Cy5; inhibition, % at 3.7 µM; 370,000 compounds, 0.64% hits;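 active = inhibition above the screen-wide mean plus 3 SD, cut at about 13% in these data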;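 also: signal is the Cy5 over europium emission ratio at 671 and 618 nm; 0% = plate median of compound wells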
The depositor's hits bear a star; . = no result given; & = joins results of further samples.

SMILES	mABHD4 FP	TDP2 absorb	DDE Tn7 FP inh	TCR CD3 inh	SIAE primary	PG9 Ab binder	PRMT1 FP inh	UHRF1 MBD2 ctr	HTRA1 inhibitor	LEDGF integ inh
O=S(=O)(c1ccc(F)cc1)n1cnc2ccccc21	-7	12	-2	-1	2	-0.8	-2	-3	-4	4
Cc1cc(F)cc(-c2cc(C(=O)NCc3ccco3)[nH]n2)c1	-13	-9	0	-8	-2	-1.8	3	1	.	-2
CCOC(=O)c1c(C)noc1CP(=O)(c1ccccc1)c1ccccc1	-4	0	-6	9	-1	-1.9	-1	-3	-1	2
CCOC(=O)C(=O)CC(=O)c1ccc2c(c1)OCCO2	8	1	0	1	-1	-0.1	2	2	-6	-1
COc1cc(OC)nc(Oc2ccccc2C(=O)Oc2ccc(C)cc2)n1	-3	-1	7	5	-1	0.5	-2	6	-19	-2
Cc1ccc2cc(CCNC(=O)c3ccc4c(c3)OCO4)c(=O)[nH]c2c1	3	2	1	-12	5	1.6	3	1	-3	-1
COc1cc2sc(C)nc2c2sccc12	-1	0	2	7	2	-2.2	-3	-2	-4	-3
Cc1nn(-c2ccccc2)c2sc(C(=O)OCn3nnc4ccccc4c3=O)cc12	3	2	4	1	-4	1.4	0	1	-2	-1
COc1cccc(C(=O)N2CCN(Cc3ccccc3C(F)(F)F)CC2)c1	14	-6	-7	-6	3	0.7	-1	2	-8	1
COC(=O)c1ccc(COC(=O)CNC(=O)c2ccc(OC)cc2)cc1	1	3	1	2	-2	-0.9	1	1	6	0
O=C(COC(=O)c1ccc(S(=O)(=O)C(F)F)cc1)NC(=O)NC1CCCCC1	7	4	5	4	0	0.1	-1	-1	12	-2
CC(=O)N1c2ccc(S(=O)(=O)N(C)CC(=O)Nc3cccc(C)c3)cc2CC1C (configuration not stated)	2	-2	2	2	-2	-1.6	2	1	-3	0
COC(=O)c1ccc(C(=O)N2CCCC(Nc3ccc(C(C)C)cc3)C2)nc1 (configuration not stated)	4	13	2	-1	11	-3.1	-2	-1	1	-4
C=C(C)C(=O)OC1(C(F)(F)F)Oc2cc(C)ccc2NC1=O (configuration not stated)	-15	-3	-2	7	5	-2.5	-1	-1	4	5
CC(C)CNC(=O)CN(C)S(=O)(=O)c1ccc(F)cc1	-16	3	1	0	-5	-0.1	5	7	-6	1

Rewritten with two lines to a compound: three of the compounds above.
Order of values: mABHD4 FP | TDP2 absorb | DDE Tn7 FP inh | TCR CD3 inh | SIAE primary | PG9 Ab binder | PRMT1 FP inh | UHRF1 MBD2 ctr | HTRA1 inhibitor | LEDGF integ inh
- COc1cc(OC)nc(Oc2ccccc2C(=O)Oc2ccc(C)cc2)n1
  -3 | -1 | 7 | 5 | -1 | 0.5 | -2 | 6 | -19 | -2
- COC(=O)c1ccc(COC(=O)CNC(=O)c2ccc(OC)cc2)cc1
  1 | 3 | 1 | 2 | -2 | -0.9 | 1 | 1 | 6 | 0
- CC(=O)N1c2ccc(S(=O)(=O)N(C)CC(=O)Nc3cccc(C)c3)cc2CC1C (configuration not stated)
  2 | -2 | 2 | 2 | -2 | -1.6 | 2 | 1 | -3 | 0

Carrying on.
SMILES	mABHD4 FP	TDP2 absorb	DDE Tn7 FP inh	TCR CD3 inh	SIAE primary	PG9 Ab binder	PRMT1 FP inh	UHRF1 MBD2 ctr	HTRA1 inhibitor	LEDGF integ inh
Cc1nnc(N(C)C(=O)c2ccccn2)s1	2	3	-2	3	32*	-0.1	1	-1	3	-3
Oc1c(Cl)cc(Cl)cc1C1Nc2ccccc2-n2cccc21 (configuration not stated)	1	16	-2	4	7	-2.0	0	-1	2	0
Cc1cc(NC(=S)N(CCN2CCCCC2)Cc2ccco2)ccc1Cl	-2	-5	-10	-1	9	0.1	-7	1	-1	2
Cn1c(=O)c2c(nc(N3CCCCCC3)n2Cc2cccc3ccccc23)n(C)c1=O	2	3	-3	-3	3	-0.6	-3	3	-7	0
Cc1nccn1-c1ccc(NC(=O)[C@H]2O[C@@H](n3ccc(N)nc3=O)[C@H](O)[C@@H]2O)cc1	0	0	-4	5	4	-0.3	-6	0	.	4
O=C(NCC1CCCN(C(=O)c2cccnc2)C1)c1ccc(-c2ccccc2)cc1 (configuration not stated)	1	3	-8	6	3	-0.1	-1	0	0	5
O=C(c1ccc(S(=O)(=O)NCc2ccco2)cc1)N1CCCC(C(F)(F)F)C1 (configuration not stated)	-1	8	-4	0	3	-2.9	-4	2	2	0
O=S(=O)(Cc1ccccc1Cl)c1ncn[nH]1	3	-9	-4	-3	-5	-0.2	4	1	.	-4
O=C(COC(=O)COc1ccccc1F)Nc1ccc(Cl)cn1	-5	7	-5	1	4	0.6	2	0	-1	0
CCCS(=O)(=O)N1CCC(C(=O)NCC2CCCO2)CC1 (configuration not stated)	4	8	-3	4	-3	2.2	-1	-1	0	3
CC(SCc1ccccc1)C(=O)N/N=C/c1ccc(OCC(=O)NCc2ccco2)cc1 (configuration not stated)	1	-1	9	1	-1	-1.1	0	-1	-11	0
CC[C@]12c3[nH]c4cc(-c5ccco5)ccc4c3CCN1C(=O)[C@@H](CC(=O)NCCC1=CCCCC1)C[C@@H]2C(=O)N1CCN(C(=O)C2CC2)CC1	0	-1	1	-1	1	-0.1	13	-1	2	9
Cc1nn(C)c(C)c1NC(=O)c1ccc(Br)o1	-1	-16	6	-1	7	0.0	-1	0	-1	2
Cc1nc(C(F)(F)F)ccc1C(=O)NCC(O)c1ccccc1 (configuration not stated)	-3	-15	3	0	-1	-2.6	1	46*	2	-5
Cc1cccc(NC(=O)c2ccc(S(=O)(=O)N(C)c3ccccc3)cc2)n1	-2	0	4	-6	-2	-0.1	2	5	-15	-1
Cc1ccc(CNC(=O)C(=O)NCCC2CCCCN2S(=O)(=O)c2ccccc2)cc1 (configuration not stated)	1	7	3	4	0	0.2	0	1	-3	-2
Cc1ccc(N2C(=O)c3n[nH]c(C)c3C2c2cccnc2)cc1 (configuration not stated)	-3	-12	-8	-8	0	1.0	-1	6	2	-2
Cc1nsc(Nc2ccc([N+](=O)[O-])cc2)c1C#N	0	-1	0	0	-5	0.1	0	-1	2	-1
CCN(C(=O)COC(=O)c1cc(-c2cccc3ccccc23)nc2ccccc12)C1CCS(=O)(=O)C1 (configuration not stated)	-10	3	2	12	-24	3.1	8	19	-31	1
CC(=O)Nc1c(C(=O)O)ccc(C)c1OCc1ccccc1	4	1	-2	1	0	-2.2	0	-2	3	1
O=C(CCl)NNC(=O)c1c(O)c2ccccc2[nH]c1=O	-4	-12	5	66*	0	-2.5	6	18	21	-2
CC(C)n1nnnc1SCC(=O)N1CCN(Cc2ccc3c(c2)OCCO3)CC1	0	5	7	-2	2	1.9	-1	-1	6	-2
O=C(NCc1ccc(F)cc1F)[C@@H]1CCCN1C(=O)[C@@H]1CCCN1C(=O)c1cccc2ccccc12	-14	-1	3	-20	-8	0.8	5	2	.	-6
Cc1ccc(NC(=S)N(CCN2CCOCC2)Cc2cc3cc4c(cc3[nH]c2=O)OCCO4)cc1	1	7	4	4	5	-2.1	1	0	2	2
O=C(CCC(=O)c1ccc(F)cc1)Nc1cccc(Br)c1	1	4	13	-3	6	1.7	3	1	-8	1
COc1cc2sc3ccc(C#Cc4ccccn4)cc3c(=O)c2cc1OC	-4	4	0	1	-19	-2.9	1	1	-23	-1
Cc1ccc(OCC(=O)Nc2ccc(CN3CCCCC3)cc2)c(C)c1	4	-12	-2	3	-7	1.8	1	3	-9	3
Cc1cc(C)nc(NC(=O)CSc2nccc(C)n2)n1	5	0	-4	-5	-2	-1.4	2	4	3	0
Cc1cccc(NC(=O)CSc2nc3ccc(N4C(=O)c5ccccc5C4=O)cc3s2)c1C	4	-1	4	7	-4	-1.9	0	-1	-3	-4
CSC1=NC(=O)/C(=C/c2ccc(SC)cc2)S1	-8	7	-6	-4	-2	-0.5	-2	0	-1	8
Cc1c(C(=O)N/N=C/c2ccncc2)no[n+]1[O-]	-6	0	8	3	-7	-1.7	8	4	1	-1
C=CCn1c(SCC(=O)NC2CCCC2)nc2scc(-c3ccco3)c2c1=O	-23	12	-1	-4	-9	0.8	4	-4	2	3
Nc1ncc(Br)cc1S(=O)(=O)N1CCCCCC1	2	-7	-1	8	9	0.2	-3	0	1	-1
Cc1ccc(S(=O)(=O)N2CCCCCC2)cc1C(=O)NCc1ccccn1	-5	10	1	3	3	-1.8	0	0	1	3
O=C(C1=C(Nc2ccccc2)c2ccccc2S(=O)(=O)N1)c1ccccc1	6	2	8	-5	1	0.0	8	0	-6	-2
CCOC(=O)c1c(/N=C/N(C)C)sc(C(=O)OC)c1C	-7	-10	-4	0	1	-1.4	2	-2	-4	1
CC(C)CC1Nc2ncnc(N3CCN(c4ccccn4)CC3)c2N(Cc2ccc(Br)cc2)C1=O (configuration not stated)	-5	1	-11	9	0	-2.2	-1	-3	-21	0
Cc1ccc[n+](CC(=O)c2ccc(Br)cc2)c1C	4	-4	6	10	-3	0.4	-1	-2	0	2
CC(C)OP(=O)(c1ccc(N(C)C)cc1)C(O)c1ccc(N(C)C)cc1 (configuration not stated)	6	6	-10	-3	1	-2.0	-4	4	-1	5
CCCNC(=O)C1(S(=O)(=O)c2ccccc2)CC=CC1	-5	-5	-4	4	2	-2.4	-2	0	6	-1
COc1ccc([C@@H]2[C@@H]3C(=O)N(C(C)(C)C)C(=O)[C@@H]3[C@]3(C)C(=O)N(c4ccc(C)cc4)C(=O)N23)cc1	-1	1	7	-2	3	-0.2	3	-1	-10	0
COc1ccc(-c2cc3nc(C)c(CCC(=O)NCc4ccco4)c(C)n3n2)c(OC)c1	2	5	-1	12	-2	-1.8	-1	3	-5	-1
CCN=C1SC(CC(=O)Nc2ccccc2)C(=O)N1CC (configuration not stated)	0&-1	-9&-1	2&3	-2&5	-6&-4	-0.5&0.4	-1&0	-1&0	-3&-2	1&-3
Cc1ccc(NC(=O)CS(=O)c2ccccc2N)c(C)c1 (configuration not stated)	5	-1	0	4	2	-0.8	0	-1	3	1
O=C(Nc1ccon1)c1nc[nH]c1C(=O)N1CCc2ccccc2C1	-3	-4	-3	3	3	0.8	0	-1	-1	-1
